# FBW7 act: human FBW7 E3 ligase activation, primary screen | Q969H0 | AlphaScreen FBW7–phospho-cyclin E peptide binding, activator screen | normalized activity (activation), % at 26.1 µM | 650,000 compounds, 0.13% hits | AID 1259310; in the data active = normalized activity above about 1.9%;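 note: purified mutant Fbw7 with reduced substrate affinity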
# GPR151 activ: activators of human GPR151 | 650,000 compounds, 1% hits | activation, % at 11.2 µM | PathHunter beta-arrestin GPR151 cells, luminescence; in the data active = activation above about 4.9%;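 note: 0% = median of compound wells and 100% = cells with positive control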
# Target sequence (Q8TDV0 whole entry, looked up): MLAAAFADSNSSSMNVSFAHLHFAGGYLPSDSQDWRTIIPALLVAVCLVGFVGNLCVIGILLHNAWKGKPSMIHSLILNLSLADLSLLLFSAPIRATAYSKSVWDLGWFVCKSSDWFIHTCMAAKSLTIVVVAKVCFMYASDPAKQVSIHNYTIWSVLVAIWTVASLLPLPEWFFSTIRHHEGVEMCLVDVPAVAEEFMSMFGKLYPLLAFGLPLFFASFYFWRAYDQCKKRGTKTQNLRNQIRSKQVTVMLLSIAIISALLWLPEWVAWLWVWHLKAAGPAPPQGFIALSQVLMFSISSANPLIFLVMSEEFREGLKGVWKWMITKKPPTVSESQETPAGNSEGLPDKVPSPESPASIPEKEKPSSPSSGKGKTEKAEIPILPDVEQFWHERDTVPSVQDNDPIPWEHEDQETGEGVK
# MITF primary: human MITF inhibition, primary screen; 650,000 compounds, 0.91% hits; inhibition, % at 2.6 µM; AlphaScreen MITF homodimerization, bead proximity signal; O75030; in the data active = inhibition above about 50%;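 note: 0% = vehicle wells with protein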
# Target sequence (O75030 whole entry, looked up): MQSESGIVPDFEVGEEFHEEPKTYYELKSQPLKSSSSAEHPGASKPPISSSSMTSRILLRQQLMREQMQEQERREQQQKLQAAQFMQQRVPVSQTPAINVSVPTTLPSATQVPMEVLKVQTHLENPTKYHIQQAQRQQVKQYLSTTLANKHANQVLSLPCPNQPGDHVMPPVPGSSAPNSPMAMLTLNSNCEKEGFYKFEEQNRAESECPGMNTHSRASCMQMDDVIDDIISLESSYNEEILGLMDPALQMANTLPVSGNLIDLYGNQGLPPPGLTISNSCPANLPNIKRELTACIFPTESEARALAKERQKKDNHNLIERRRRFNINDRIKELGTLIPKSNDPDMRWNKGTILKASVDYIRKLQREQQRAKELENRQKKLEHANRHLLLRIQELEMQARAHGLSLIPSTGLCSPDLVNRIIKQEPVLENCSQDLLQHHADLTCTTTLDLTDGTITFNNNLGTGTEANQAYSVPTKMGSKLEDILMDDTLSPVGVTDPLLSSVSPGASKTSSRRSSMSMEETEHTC
# TEAD-YAP block: TEAD-YAP interaction inhibition; inhibition, % at 9.12 µM; AID 1259422; HEK-TIYL cells, TEAD-Gal4/YAP UAS-luciferase luminescence; 640,000 compounds, 1.4% hits; in the data active = inhibition above about 32%;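 note: 0% = median of test compound wells and 100% = reference inhibitor wells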
# * hit, by the source's call.
canonical_smiles,FBW7 act,GPR151 activ,MITF primary,TEAD-YAP block
O=C(NCCO)/C(=C\c1ccc2c(c1)OCO2)NC(=O)c1ccccc1Br,-0.2,0.3,-5.0,-1.3
COC(=O)C1=C(C)NC2=C(C(=O)CC(c3ccccc3)C2)C1c1ccccc1Cl (configuration not stated),0.5,-1.3,13.5,23.2
CN1CCN(C(=O)CCC2(Cc3cccs3)CCC(=O)N2)[C@@H](c2ccccc2)C1 (some centres not stated),-0.1,0.9,-7.7,-2.8
Cc1nc2ccc(-c3cnn(-c4cccc(N5CCOCC5)c4)c3)cc2c(=O)n1C,-0.3,0.1,7.5,87.1*
O=C(CCCn1cccc1)Nc1ccccc1Cl,-0.3,3.8,2.6,-21.4
COc1ccc(C(=O)C2CCCN(Cc3cn(CC(N)=O)c4ccccc34)C2)cc1OC (configuration not stated),0.1,-1.2,4.0,8.5
COC(=O)C1=C(C)NC(=O)CC1c1ccc(F)cc1F (configuration not stated),0.0,-1.3,4.0,-1.3
COc1cc(/C=N/NC(=O)CNc2cccc(C)c2)cc([N+](=O)[O-])c1O,0.0,-1.2,3.6,0.6
NS(=O)(=O)c1ccc(NN=C2CCCC2)c([N+](=O)[O-])c1,0.0,1.6,9.5,-11.3
CCCC(C)C(=O)Nc1ccc(Cl)cn1 (configuration not stated),-0.1,-0.9,-7.4,-1.4
COc1ccc(/C=C/C(=O)Oc2ccc3c(c2)OCO3)cc1S(=O)(=O)N1CCCCC1,-0.2,1.3,0.5,-0.2
C=C(c1ccccc1)n1c(=S)[nH]c2ccccc21,0.1,0.6,-2.6,-1.6
CCCCCC1CCC(O)(C2(O)CCC(CCCCC)CC2)CC1 (configuration not stated),0.0,4.0,2.1,-6.6
O=C(COc1ccc(Cl)cc1)Nc1noc2ccccc12,0.0,0.9,1.9,2.7
O=C(NCC1Cc2cccc(-c3ccncc3)c2O1)c1cc(F)c(F)cc1F (configuration not stated),0.9,2.2,4.1,16.0
COc1cccc(COC(=O)NC(C)C2COc3ccccc3O2)c1 (configuration not stated),-0.2,1.4,0.0,-4.8
Cc1cc(N2CCN(c3ncccn3)CC2)nc2ccc(NC(=O)c3ccccc3Cl)cc12,0.1,3.3,12.5,17.0
CC(=O)NC(N1CCCCC1c1cccnc1)(C(F)(F)F)C(F)(F)F (configuration not stated),0.0,-1.4,7.0,-1.8
CC(=O)Nc1ccc(N2COc3ccc(Br)cc3C2)cc1,0.1,0.3,-53.4,-13.7
O=C1C(C=NC(CO)(CO)CO)=C(O)c2ccccc21,0.1,-1.5,13.4,-5.6
COc1cc(Cl)nn(-c2ccccc2)c1=O,0.1,-0.3,-16.9,-5.2
O=C(CCC1CCCC1)Nc1c2c(nn1-c1ccc([N+](=O)[O-])cc1)CS(=O)(=O)C2,-0.1,0.4,1.2,-7.0
CC(=O)N1CCN(Cc2ccc3c(c2)CN(C(=O)c2cn4ccccc4n2)CCO3)CC1,0.1,0.3,10.7,8.0
Cc1ccccc1C(=O)Oc1cccccc1=O,0.0,2.1,-1.2,-0.1
COc1cc(NC(=O)c2ccc(F)cc2)c(OC)cc1NC(=O)CC(C)C,0.0,-0.5,20.7,-7.7
Cc1ccc(OCCCCNC(C)(C)C)c([N+](=O)[O-])c1,0.2,0.2,13.7,2.8
COC(=O)Nc1ccc(S(=O)(=O)N2CCN(c3ccccc3OC)CC2)cc1,0.0,-0.5,6.7,13.0
CC(C)(C)Nc1nc(Oc2ccc(=O)[nH]n2)nc(N2CCOCC2)n1,-0.1,-0.3,-0.2,0.4
Cc1cc(C)cc(N(CC(=O)NCCSC(C)(C)C)S(C)(=O)=O)c1,0.4,-0.1,6.7,8.6
CCCc1ccc(OC(=O)/C=C/c2ccc(OCC)cc2)cc1,0.0,2.3,5.3,3.0
CC(C)(Oc1ccc(Cl)cc1)C(=O)N1CC(c2nc(C3CC3)no2)C1,-0.2,2.1,7.8,7.9
CCCCCNC(=O)CSc1ccc(C(=O)Nc2ccc(Cl)cc2F)cc1[N+](=O)[O-],0.3,3.8,18.5,-2.8
CCOC(=O)c1cc(C(=O)NNC(=S)SCC)c(C)nc1C,0.6,-2.2,14.8,8.8
COc1cc(Nc2cc(NCCN(C(C)C)C(C)C)nc(N)n2)cc(OC)c1OC,-0.1,-0.8,-6.8,2.5
N#Cc1c(C2CC2)cc(-c2ccc([N+](=O)[O-])cc2)nc1N,0.0,-1.6,-2.0,-21.9
Cc1ccc(Oc2nc3ccccn3c(=O)c2/C=C(\C#N)S(=O)(=O)c2ccccc2)cc1,0.1,-1.5,-9.8,-20.2
O=C(CSc1ncn[nH]1)c1ccc2c(c1)OCCO2,0.4,-4.1,7.7,8.6
CSCCCNCc1c(C(=O)N2C[C@@H](C)O[C@@H](C)C2)nc2sccn12,-0.1,-0.6,1.3,-0.5
Cc1ccc(-c2nn3c(CC#N)nnc3c3ccccc23)cc1,0.0,2.2,14.3,-4.0
O=C(NC1CCN(Cc2ccccc2)CC1)c1cccc(N2CCCC2CO)n1 (configuration not stated),0.0,-0.6,0.0,2.7
Cc1ccc(OCC(=O)n2cnnc2N)c(C)c1,0.1,1.4,4.7,2.7
C=CCN=c1c([N+](=O)[O-])nn(C)n1O,-0.1,-1.2,-6.5,3.0
O=C(c1ccc(OC(F)(F)F)cc1)N1CCN2C(=O)[C@@H]3CSCN3C(=O)[C@H]2C1,0.2,-0.7,-2.7,-5.5
O=S(=O)(Nc1ccc(S(=O)(=O)N2CCOCC2)cc1)c1ccc(Cl)cc1,-0.3,0.1,6.9,5.0
O=C1NC(=S)N/C1=C/c1ccc(-c2cc(C(=O)O)ccc2Cl)o1,-0.1,-0.3,-1.8,6.7
CCOc1cccc(C2CC(c3ccc(Cl)cc3)=NC(c3ccc(C(=O)OC)cc3)N2)c1O (configuration not stated),-0.4,1.1,-4.8,4.5
O=C(c1cccn2c(=O)c3c4c(sc3nc12)CCCC4)N1CCC2(CC1)OCCO2,0.9,-0.4,16.2,-3.1
CC(=O)Nc1ccc(-c2csc(NC(=O)c3ccc(C)s3)n2)cc1,0.4,0.3,8.3,-42.4
CCCC(c1nnnn1C(C)(C)C)N1CCN(c2ccc([N+](=O)[O-])cc2)CC1 (configuration not stated),0.0,-1.8,0.6,0.4
Cc1ccc(-n2c(O)c(C=Nc3ccc(O)cc3)c(=O)[nH]c2=O)cc1,0.0,-0.2,7.2,-2.6
CC(C)(C)c1nnc(SCCc2ccccc2)n(N)c1=O,0.4,0.2,11.9,-2.4
CCOC(=O)C1=C(C)N=c2s/c(=C\c3ccc(Br)cc3)c(=O)n2C1c1ccccc1 (configuration not stated),-0.1,0.4,-87.0,-8.1
CCOc1ccc(NC(=S)NCCCn2nccc2C)cc1,0.0,-0.5,-8.5,9.8
Cc1ccc(-c2nnc(N3CCOCC3)c3ccccc23)cc1S(=O)(=O)NCC1CCCO1 (configuration not stated),0.2,-0.4,8.0,2.6
O=c1[nH]c(-c2ccccc2O)nc2sc3c(c12)CCCC3,0.7,-0.7,10.9,-4.6
Cc1cccc(-c2nc3ccccc3c(=O)n2NC(=O)Cc2ccc([N+](=O)[O-])cc2)c1,0.0,-1.5,7.5,0.0
COc1ccc(/C=C(/C#N)c2cccc([N+](=O)[O-])c2)cc1OC,0.3,-0.4,-1.0,-6.3
CCOC(=O)c1c(/N=c2\oc3c(OC)cccc3cc2C(=O)Nc2ccc(OC)cc2)sc2c1CCCC2,0.1,1.8,-11.9,36.2*
COc1cc2nc(-c3ccc(OC(C)=O)cc3)oc(=O)c2cc1OC,0.0,-0.5,5.6,2.9
O=C(CN1C(=O)C2C3C=CC(C3)C2C1=O)N1CC(=O)N(CCc2ccccc2)C(=O)C1 (configuration not stated),0.0,0.9,8.8,3.5

# Next structures:
canonical_smiles,FBW7 act,GPR151 activ,MITF primary,TEAD-YAP block
CCOc1ccc(-c2[nH]nc3c2C(c2cccnc2)C(C#N)=C(N)O3)c(OCC)c1 (configuration not stated),0.4,-1.2,14.3,10.0
COc1ccc(C2CC(=O)C3=C(C2)NC(C)=C(C(=O)OC(C)C)C3c2ccc(F)cc2)cc1 (configuration not stated),0.1,0.6,-11.0,-2.8
Cc1ccc(Oc2ccc(C)c(C)c2)cc1C,0.1,-1.6,-4.3,-6.2
Cc1ccc(C(C)(C)C)cc1S(=O)(=O)NC(CCC(N)=O)C(=O)O (configuration not stated),0.1,-1.9,9.9,-0.7
O=[N+]([O-])c1ccc2c(Cl)nsc2c1,-0.2,0.7,6.2,14.6
CCC(C)(C(=O)NC1CCCC1)N(C)C(=O)Cc1cccs1 (configuration not stated),-0.2,-1.1,-10.8,0.6
CNC(=O)c1c(-c2c(Cl)cccc2Cl)noc1C,0.2,-1.8,16.7,3.7
Cn1ncc2c(N3CCN(c4cccc(Cl)c4)CC3)ncnc21,-0.2,-0.5,9.6,3.9
COc1ccc(C2CC(C(F)(F)F)n3nc(C(=O)N4CCCC4)c(Cl)c3N2)cc1OC (configuration not stated),0.0,-1.7,-1.3,9.5
Cc1ccc(C2CC(c3cccs3)=NN2C(=O)CSc2nnc(CNC(=O)Cc3ccccc3)n2-c2ccc(F)cc2)cc1 (configuration not stated),-0.2,0.2,-6.7,-11.8
CN(C)c1ccc(NC(=O)CSc2ncnc3sc4c(c23)CCC4)cc1,-0.1,0.0,-3.7,18.8
CCOC(=O)C1=C(O)/C(=C/c2ccc(C(=O)OC)cc2)SC1=NC(=O)c1ccccc1,0.2,6.7*,3.6,-0.2
O=C(N/N=C/c1ccco1)c1cccc(O)c1,0.2,-0.7,13.2,-9.3
CCN(CC)CCCN(C(C)=O)c1nc(-c2ccc(Cl)cc2)cs1,0.1,0.2,16.0,9.4
OC1CCC(Nc2nccn3c(-c4ccccc4F)cnc23)CC1 (configuration not stated),0.3,-1.1,4.1,-18.4
O=c1c2cnn(-c3ccccc3)c2ncn1Cc1ccccc1,0.2,0.3,-15.6,-5.3
C=CCN(c1ccccc1)C(C(=O)Nc1ccc2c(c1)OCO2)c1ccc(Cl)cc1 (configuration not stated),0.8,0.0,6.9,5.8
COC(=O)COc1ccc2c(c1)oc(=O)c1cc(OC)ccc12,-0.4,-0.9,6.2,2.3
CCC(C)(C)NC(=O)C(c1cccnc1)N(C(=O)c1csnn1)C1CCCCC1 (configuration not stated),0.0,0.5,-1.3,-9.4
Cc1cc(=O)c(OCc2ccc(F)cc2)cn1CC(=O)NCc1ccc(F)cc1,-0.2,-0.3,-11.1,-1.5
CCOc1ccc(N2C(=O)/C(=C\c3cc(Br)c(O)c(OC)c3)S(=O)(=O)C2c2cccc([N+](=O)[O-])c2)cc1 (configuration not stated),0.0,1.5,3.7,8.3
O=c1c(CN2CCN(c3cccc(C(F)(F)F)c3)CC2)coc2ccccc12,-0.1,0.5,35.4,62.2*
O=C1CCCN2N=C(SCC(=O)OCc3ccccc3)SC2=N1,0.2,2.0,-321.2,3.7
CCc1ccc(C2C(C(=O)c3ccccc3)=C(C(=O)OC)Nc3nnnn32)cc1 (configuration not stated),0.1,0.0,-9.5,-6.2
COc1ccc(C(=O)Oc2ccc3c(=O)c(-c4nc5ccccc5s4)c(C(F)(F)F)oc3c2C)cc1,-0.1,-1.6,1.3,-1.1
CC1(CCC(=O)NC(c2ccco2)C(F)(F)F)CCC(=O)N1 (configuration not stated),0.1,0.7,-14.2,0.5
O=C(NCCN1CCOCC1)c1cccc(NS(=O)(=O)c2ccc(Br)cc2)c1,0.1,-0.3,6.3,-1.5
Cc1cccc(OCC(=O)NCc2ccccc2)c1,0.2,1.8,6.6,-2.2
COc1ccc(NC(=O)CSc2cn(CCNC(=O)c3ccccc3)c3ccccc23)c(OC)c1,0.1,-0.4,-0.6,-4.6
O=C(Nc1ccccc1)c1ccccc1OCC(O)CN1C(=O)c2ccccc2S1(=O)=O (configuration not stated),-0.4,0.2,5.5,6.6
O=[N+]([O-])c1ccc(N2CCOCC2)cc1OCCc1ccccc1,0.1,-0.1,16.0,-4.0
CCOc1ccc(-n2c(C)cn3c4c(=O)n(CC(C)C)c(=O)n(C)c4nc23)cc1,0.0,0.4,1.3,-12.1
Cc1cccc(CS(=O)(=O)CC2Nc3ccc(C(=O)NC(C)c4ccccc4)cc3NC2=O)c1 (configuration not stated),0.4,0.3,18.7,3.8
O=C(CSc1nc(O)cc(=O)n1-c1ccccc1)N1CCOCC1,0.0,-0.9,2.9,16.3
COc1cc(C2C(C(C)=O)=C(O)C(=O)N2c2ccc(O)cc2)ccc1O (configuration not stated),0.0,0.1,8.1,3.5
c1cncc(CNc2cc(NCc3nc4ccccc4[nH]3)ncn2)c1,0.1,1.5,-3.3,2.6
COc1ccc(-n2cnnn2)c([N+](=O)[O-])c1,0.1,3.5,4.8,-1.8
COCCNC(=O)CCCCCNc1nc(=S)[nH]c2ccccc12,0.1,0.6,-4.3,3.6

# Compound profiles, from the list above.
# O=[N+]([O-])c1ccc(N2CCOCC2)cc1OCCc1ccccc1 in the list: FBW7 act: 0.1; GPR151 activ: -0.1; MITF primary: 16.0; TEAD-YAP block: -4.0
# COc1cc(C2C(C(C)=O)=C(O)C(=O)N2c2ccc(O)cc2)ccc1O (configuration not stated) in the list: FBW7 act: 0.0; GPR151 activ: 0.1; MITF primary: 8.1; TEAD-YAP block: 3.5

# Screening data as filed in PubChem BioAssay.
